Compound activity: PubChem BioAssay, National Center for Advancing Translational Sciences (NCATS)
D1 agonist = agonists of human D1 dopamine receptor; P21728; HEK293 T-REx D1 cells, calcium flux, agonist mode; activation, % at 2 µM; hit rate 1% among 360,000; in the data active means activation above about 30%; further: 0% is about no effect
Target sequence (P21728 whole entry, looked up): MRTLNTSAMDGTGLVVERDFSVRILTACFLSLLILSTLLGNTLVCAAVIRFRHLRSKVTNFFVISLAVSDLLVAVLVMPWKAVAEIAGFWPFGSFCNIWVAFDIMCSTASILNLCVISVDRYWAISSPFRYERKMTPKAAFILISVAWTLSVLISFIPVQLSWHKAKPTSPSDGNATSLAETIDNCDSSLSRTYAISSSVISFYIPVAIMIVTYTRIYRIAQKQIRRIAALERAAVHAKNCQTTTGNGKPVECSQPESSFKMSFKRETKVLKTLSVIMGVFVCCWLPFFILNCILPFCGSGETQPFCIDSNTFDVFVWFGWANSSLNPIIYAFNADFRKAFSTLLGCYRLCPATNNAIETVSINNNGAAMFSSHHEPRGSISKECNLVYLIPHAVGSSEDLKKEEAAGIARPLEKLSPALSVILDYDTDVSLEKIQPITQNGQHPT
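Tetracycline-induced HEK293 TREx D1 cells, force-coupled to calcium signalling, were dye-loaded with a no-wash calcium kit. Compound was pin-added after a 10 s baseline. Fluorescence was read kinetically at 1 cycle/s for 180 s, with calcium rises flagged as agonism.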
D1 potentiator = human D1 dopamine receptor positive modulation; P21728; HEK293 TREx D1 cells, calcium flux, dopamine EC20 potentiation; potentiation, % at 10 µM; hit rate 0.036% among 360,000; AID 504651; in the data active means potentiation above about 30%; further: 0% is about no effect
Vif-A3G inh = Vif-A3G binding inhibition; hit rate 0.076% among 410,000; Potency, µM (highest dose often 46.1 µM), without a hit: at the highest dose activity, negative = active, most hits filed as inhibitors; Q9HC16; HeLa A3G-eYFP + Vif (tagged APOBEC3G with the HIV-1 protein that degrades it), YFP fluorescence, overnight;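 further: potency means the concentration at half of the fitted maximal effect; on the % scale 0 is the no-effect control and ±100 the full control effect; nearly all actives have a fitted effect of over 60% in size; hits raise eYFP signal because A3G escapes Vif-driven loss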
Target sequence (Q9HC16 whole entry, looked up): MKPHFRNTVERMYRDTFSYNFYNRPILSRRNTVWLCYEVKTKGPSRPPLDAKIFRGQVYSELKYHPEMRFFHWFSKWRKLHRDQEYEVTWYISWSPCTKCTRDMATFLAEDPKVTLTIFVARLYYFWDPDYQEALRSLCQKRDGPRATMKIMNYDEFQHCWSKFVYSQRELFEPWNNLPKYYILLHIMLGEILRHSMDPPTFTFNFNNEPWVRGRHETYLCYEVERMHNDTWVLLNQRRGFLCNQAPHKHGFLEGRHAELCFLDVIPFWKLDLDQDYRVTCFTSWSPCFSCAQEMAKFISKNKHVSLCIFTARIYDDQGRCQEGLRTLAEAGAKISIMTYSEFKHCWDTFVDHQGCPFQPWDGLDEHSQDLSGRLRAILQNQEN
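HeLa cells stably expressing Vif and C-terminally eYFP-tagged A3G, seeded overnight at 37 deg C, then exposed to compound by pintool overnight at 37 deg C. Rise in yellow fluorescence (Ex 488/Em 500-530, Acumen) marks blocked Vif-driven A3G degradation.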
D1 antag = antagonists of human D1 dopamine receptor; hit rate 3.2% among 360,000; HEK293 TREx D1 cells, calcium flux, dopamine EC80; active compounds read low; AID 504652; activity change, negative = inhibition, % at 10 µM; in the data active means activity change below about -30%; further: on the % scale 0 is the no-effect control and ±100 the full control effect
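After overnight tetracycline induction at 30 C, force-coupled D1 HEK293 cells took up a no-wash calcium dye at room temperature. Compounds were added and monitored 180 s, and the response to EC80 dopamine was then recorded.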
D2 PAM = positively modulates the human D2 dopamine receptor allosterically. potentiation, % at 10 µM. hit rate 0.34% among 340,000. P14416. HEK293 T-REx D2, calcium flux, EC20 dopamine potentiation;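 active means potentiation over 3 SD above the plate norm, cut at about 30% in these data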; further: 0% is about no effect
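Cells plated with tetracycline inducer and held overnight at 30 C; calcium dye loaded 30–90 min at room temperature; baseline taken, compound added and read 180 s; EC20 dopamine then added and read 180 s.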
RXFP1 antag = blocks the human relaxin receptor RXFP1. Q9HBX9. HEK293-RXFP1, relaxin-stimulated cAMP HTRF, 30 min; active compounds read low. activity change, negative = inhibition, % at 57.5 µM. hit rate 0.59% among 350,000;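 active means activity change of -60% or lower, but not beyond a set lower limit; inconclusive means change between -60% and -40%, or beyond the set limit; inactive means change above -40%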; further: on the % scale 0 is the no-effect control and ±100 the full control effect
RXFP1 agonist = agonists of human relaxin receptor RXFP1. HEK293T-RXFP1 cAMP TR-FRET, 30 min; response scale: percent of porcine relaxin response, buffer zero. Potency, µM (doses to about 57.5 µM), for the others: at the highest dose activation, actives largely listed as activators. hit rate 0.3% among 370,000. AID 2676; further: potency means the concentration at half of the fitted maximal effect; on the % scale 0 is the no-effect control and ±100 the full control effect; nearly all actives have a fitted effect of over 60% in size; many of its hits are not listed in these tables
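HEK293 cells stably expressing RXFP1, treated 30 min at 37C with compounds plus PDE4 inhibitor Ro 20174; cAMP measured by HTRF TR-FRET. Normalized to buffer and 29 nM porcine relaxin; EC50 by Hill fit.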
Vif-A3F inh = blocks the Vif interaction with APOBEC3F; HeLa A3F-eYFP + Vif (tagged APOBEC3F with the HIV-1 protein that degrades it), YFP fluorescence increase; Potency, µM (highest dose often 46.1 µM), for inactives: at the top dose activity, negative = active; hit rate 0.2% among 390,000; further: potency means the concentration at half of the fitted maximal effect; % of control where 0% means no effect; nearly all actives have a fitted effect of over 65% in size
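HeLa cells stably expressing Vif plus C-terminally eYFP-tagged A3F were seeded, incubated overnight at 37 deg C, dosed with compound, incubated overnight again at 37 deg C. Yellow fluorescence (Ex 488/Em 500-530) reported blocked Vif-mediated A3F-eYFP degradation.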
Glioma ERSR ind = inducers of ER stress response in human glioma cells. hit rate 0.02% among 420,000. Potency, µM, for inactives: at the top dose activation, usual class: activators. U87-MG GRP78 promoter luciferase reporter, 16 h; further: potency means the concentration at half of the fitted maximal effect; series mostly up to about 76 µM; % of control where 0% means no effect; nearly all actives have a fitted effect of over 35% in size
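ERSR induction read as luciferase luminescence (Bright-Glo, 10 min at room temperature) in stably transfected human U87-MG glioma cells exposed to compounds for 16 h, using GRP78 as sensor.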
* marks the source's active call; other numbers are inactive results; ? = inconclusive; nt = no result given; & = joins results of further samples. Unless noted, the call rests on the fitted dose curve; in most records, active means well fitted curve in the direction sought with a large enough effect; inconclusive means small, poorly fitted or top-dose-only effect, or another doubt; inactive means no such curve, though single readings can be large; an effect the other way counts as inactive or inconclusive. Some of the compounds tested (hit frequency here may not be typical).

1. NS(=O)(=O)c1cccc(NC(=O)C(Cc2ccccc2)NC(=O)c2ccccc2)c1 (stereo not drawn)
2. O=c1oc2ccc(Cl)cc2nc1/C=C(\O)c1ccco1
3. Cc1ccc(C(C)C)c(OCCn2cc(C(=O)c3ccco3)c3ccccc32)c1
4. COc1cc(/C=C/c2cc(C(F)(F)F)[nH]c(=O)n2)cc(OC)c1OC
5. CC(C)NC(=O)/C(C#N)=C/c1cccc(NC(=O)c2ccccc2Cl)c1
6. CCCCNC(=O)Cn1nc([N+](=O)[O-])c([N+](=O)[O-])c1C
entry no.,1,2,3,4,5,6
D1 agonist,12,4,12,3,3,3
D1 potentiator,nt,-2,7,9,-3,-6
Vif-A3G inh,-1%,?,4%,-19%,?,1%
D1 antag,-13,-10,0,-3,-23,-14
D2 PAM,nt,0,-16,5,3,-6
RXFP1 antag,5,4,-26,9,-63*,13
RXFP1 agonist,1.6%,4.7%,3.2%,5.3%,2.9%,8.5%
Vif-A3F inh,10%,1%,-22%,-20%,-7%,-6%
Glioma ERSR ind,5%,-1%,-2%,-17%,-11%,-1%

7. CCN(CC)C(=O)c1cc(-c2ccc(Cl)cc2)on1
8. CC(C)CN1CCN(C2CCN(C(C)C)CC2)C(CCO)C1 (stereo not drawn)
9. Cc1cc(C)nc(SCCn2c(N(C)Cc3ccccc3)nc3c2c(=O)n(C)c(=O)n3C)n1
10. O=C(C[C@H]1C(=O)N(c2ccccc2)C[C@@H]1Cc1ccccc1)Nc1ccc(Br)cc1
11. NS(=O)(=O)c1cc2c(cc1Cl)NC(C(Cl)Cl)NS2(=O)=O (stereo not drawn)
12. Cc1nnc2sc(SCC(=O)Nc3ccc(Br)cc3)nn2c1=O
entry no.,7,8,9,10,11,12
D1 agonist,-3,8,3,nt,0,2
D1 potentiator,1,-4,-10,nt,-3,-4
Vif-A3G inh,1%,nt,2%,1%,3%,0%
D1 antag,3,-12,-9,nt,5,-23
D2 PAM,-5,7,-3,nt,-2,-4
RXFP1 antag,nt,nt,6,5,-9,4
RXFP1 agonist,-0.4%,-0.5%,1.4%,nt,0.2%,3.6%
Vif-A3F inh,-1%,nt,0%,0%,-2%,1%
Glioma ERSR ind,2%,nt,-4%,-3%,-2%&-3%,-5%

A few values from the entries so far:
no. 7 @ D2 PAM: -5
no. 12 @ RXFP1 antag: 4
no. 11 @ RXFP1 agonist: 0.2%

Results in D1 agonist (2 entries from above):
| no. | mol | D1 agonist |
| --- | --- | --- |
| 8 | CC(C)CN1CCN(C2CCN(C(C)C)CC2)C(CCO)C1 (stereo not drawn) | 8 |
| 9 | Cc1cc(C)nc(SCCn2c(N(C)Cc3ccccc3)nc3c2c(=O)n(C)c(=O)n3C)n1 | 3 |

Remaining list, next part.
13. CCCNC(=O)Cc1cc(=O)[nH]c(=O)[nH]1
14. CCOc1ccc2ccccc2c1C(=O)N1CCOCC1
15. O=C(CSc1nnc2c(Cl)cc(C(F)(F)F)cn12)N(Cc1ccccc1)Cc1ccccc1
16. O=C(Cn1ncc2c(=O)oc3ccccc3c21)NCC1CCCO1 (stereo not drawn)
17. Cn1c(SCC(=O)N2CCN(Cc3ccccc3)CC2)nnc1-c1ccncc1
18. O=C(Nc1ccc(F)cc1)Nc1ccc([N+](=O)[O-])cn1
entry no.,13,14,15,16,17,18
D1 agonist,-2,1,1,1,3,2
D1 potentiator,1,-4,3,-2,-7,7
Vif-A3G inh,1%,1%,1%,2%,0%,3%
D1 antag,-24,3,10,6,5,9
D2 PAM,-10,nt,3,-5,1,-1
RXFP1 antag,nt,3,8,-2,7,-1
RXFP1 agonist,3.4%,-1.0%,1.1%,2.1%,2.4%,-0.2%
Vif-A3F inh,-12%,-7%,-4%,4%,3%,1%
Glioma ERSR ind,-2%,-5%,-4%,-2%,-3%,-3%

19. S=C1SC2(CCCCCC2)NC2=C1CCCCC2
20. CCc1cccc(C)c1NC(=O)Nc1c(Br)cnn1C
21. O=S(=O)(Cc1ccccc1)Oc1ccccc1
22. CCC(=O)N1CCc2cc(S(=O)(=O)NCCc3ccc(S(N)(=O)=O)cc3)ccc21
23. Nc1ccc(-n2cc(-c3ccccc3)[nH]c2=S)cc1
24. O=C(COc1ccc2c3c(c(=O)oc2c1)CCCC3)N[C@@H](Cc1ccccc1)C(=O)O
entry no.,19,20,21,22,23,24
D1 agonist,nt,1,7,3,1,1
D1 potentiator,nt,-9,2,-1,7,0
Vif-A3G inh,0%,3%,1%,1%,-2%,1%
D1 antag,nt,-6,-20,10,0,2
D2 PAM,nt,1,7,4,17,-6
RXFP1 antag,11,6,21,-16,-6,nt
RXFP1 agonist,nt,4.2%,-0.7%,-0.4%,1.0%,0.6%
Vif-A3F inh,-10%,-17%,1%,3%,3%,-8%
Glioma ERSR ind,-6%,-3%,1%,2%,2%,-1%

25. Cc1ccccc1-n1ncc2c1CC(C)(C)CC2NC(=O)c1cn[nH]c1C (stereo not drawn)
26. CC(=O)n1cc(Nc2ccc([N+](=O)[O-])cc2)c2ccccc21
27. COc1cc(SC)ccc1C(=O)Nc1ccc2c(c1)OCO2
28. CS(=O)(=O)N(CC(=O)Nc1ccccc1Sc1ccccc1)c1ccc(F)cc1
29. COc1ccc(CCNC(=O)CC2Oc3ccc(Cl)cc3NC2=O)cc1OC (stereo not drawn)
30. COc1ccccc1CN1C[C@@H]2C[C@@H](c3cccc(C)n3)N3CCC[C@@]23C1=O
entry no.,25,26,27,28,29,30
D1 agonist,1,2,1,4,1,2
D1 potentiator,0,3,-2,-2,7,-3
Vif-A3G inh,5%,-20%,-1%,-1%,-3%,0%
D1 antag,-10,-19,-6,0,1,-6
D2 PAM,-1,nt,14,-1,6,0
RXFP1 antag,14,14,-13,-1,-6,10
RXFP1 agonist,1.7%,0.3%,0.4%,2.4%,2.8%,0.3%
Vif-A3F inh,-8%,-11%,-2%,-11%,1%,-42%
Glioma ERSR ind,0%,-5%,3%,-6%,-3%,0%

31. O=C(CSC(=S)N1CCCC1)N1CCN(S(=O)(=O)c2ccccc2F)CC1
32. COc1ccc(OC)c(NC(=O)CSC2=Nc3ccccc3C3=NC(CCC(=O)NC4CCCCC4)C(=O)N23)c1 (stereo not drawn)
33. COc1cccc(CN2C(=O)c3ccccc3Sc3ccc(C(=O)OCc4ccco4)cc32)c1
34. O=C(NC1CCCc2ccccc21)C1CCCC1 (stereo not drawn)
35. CCN1CCN(CCCNC(=O)Cn2nc(C)n3nc(-c4ccccc4)cc3c2=O)CC1
36. CCOc1cccc(N(C(=O)C2COc3ccccc3O2)C(C(=O)NC2CCCCC2)c2ccc(O)cc2)c1 (stereo not drawn)
entry no.,31,32,33,34,35,36
D1 agonist,3,1,10,0,2,6
D1 potentiator,-3,0,-3,3,0,1
Vif-A3G inh,-4%,1%,-1%,2%,0%,-18%
D1 antag,-8,0,-5,-3,5,-5
D2 PAM,-13,-7,7,-2,-9,-4
RXFP1 antag,3,-5,nt,0,30,-7
RXFP1 agonist,3.2%,6.6%,0.2%,0.1%,-0.2%,-0.7%
Vif-A3F inh,-15%,-19%,5%,-23%,3%,-9%
Glioma ERSR ind,-1%,0%,-3%,-3%,-6%,-3%

37. CC(C)(C)C(=O)O/N=C(\N)c1ccc(Br)cc1
38. Oc1oc(-c2ccccc2)nc1C=Nc1cccc2ccccc12
39. COCCNC(=O)CSc1cc(-c2ccccc2)c2ccc(OC)cc2n1
40. COc1ccc(CNC(=O)COC(=O)c2ccc3c(c2)OCCO3)cc1
41. CCC1([N+](=O)[O-])COC(C=Cc2ccccc2)OC1 (stereo not drawn)
42. NNC(=O)/C(=N/Nc1ccccc1)S(=O)(=O)c1ccc(Cl)cc1
entry no.,37,38,39,40,41,42
D1 agonist,0,16,0,1,nt,0
D1 potentiator,-4,0,0,-6,nt,3
Vif-A3G inh,-1%,-6%,?,-12%,4%,-1%
D1 antag,13,-1,-10,-16,nt,-5
D2 PAM,nt,-3,-5,0,nt,-16
RXFP1 antag,-8,12,-5,0,-2,?
RXFP1 agonist,-1.2%,1.7%,?,-0.5%,nt,0.9%
Vif-A3F inh,-8%,0%,-7%,-7%,2%,-6%
Glioma ERSR ind,-8%,1%,-4%,-2%,4%,-4%

43. O=C(O)c1cc(O)ccc1N=Nc1ccccc1
44. Cc1c(C(N)=O)cc([N+](=O)[O-])cc1[N+](=O)[O-]
45. O=C(CC(c1cccs1)N1Cc2ccccc2C1=O)Nc1ccc(Cl)cc1 (stereo not drawn)
46. Cc1cc(OC(=O)C(c2ccccc2)c2ccccc2)c([N+](=O)[O-])c(=O)[nH]1
47. COc1ccc(N2C(=O)C(Cl)=C(N3CCOCC3)C2=O)cc1
48. COc1ccc(-n2c(C)nc3sc4c(c3c2=O)CCCC4)cc1
entry no.,43,44,45,46,47,48
D1 agonist,2,nt,19,3,4,-3
D1 potentiator,-1,nt,0,-2,-1,-4
Vif-A3G inh,?,-6%,2%,-1%,4%,nt
D1 antag,-10,nt,4,5,-9,2
D2 PAM,6,nt,2,11,-5,10
RXFP1 antag,8,3&15,-15,-8,-62*,nt
RXFP1 agonist,-1.0%,nt,0.7%,-0.9%,1.4%,-1.9%
Vif-A3F inh,1%,-17%,-2%,1%,-8%,nt
Glioma ERSR ind,28µM*,-2%&-6%,-2%,-1%,-3%,nt

49. COc1ccc(C(=O)N2CCN(S(=O)(=O)c3ccc4c(c3)OCCO4)CC2)cc1
50. Cc1cc(C(=O)CSc2nc(N)cc(N)n2)c(C)n1-c1cccc(C(F)(F)F)c1
51. Oc1c(C(Nc2nc3ccccc3s2)c2ccco2)ccc2cccnc12 (stereo not drawn)
52. Cc1ccc(S(=O)(=O)Nc2ccccc2C(=O)N2CCCCC2)cc1
53. Cc1ccc(NC(=O)C2CCCN2C(=O)NC2CCCCC2)cc1C (stereo not drawn)
entry no.,49,50,51,52,53
D1 agonist,nt,6,4,3,2
D1 potentiator,nt,3,15,-3,-3
Vif-A3G inh,0%,5%,-16%,2%,-1%
D1 antag,nt,-19,0,-2,-5
D2 PAM,nt,17,14,nt,-4
RXFP1 antag,5,-5,-1,-3,-4
RXFP1 agonist,nt,0.3%,0.3%,0.6%,-1.1%
Vif-A3F inh,-3%,1%,-6%,1%,-3%
Glioma ERSR ind,1%,-2%,-2%,-4%,-4%
